# Screening results: PubChem, National Center for Advancing Translational Sciences (NCATS)
# GAA spleen mod: qHTS Assay for Inhibitors and Activators of Human alpha-Glucosidase From Spleen Homogenate; Lysosomal alpha-glucosidase (Homo sapiens), P10253; human spleen homogenate, 4-MU-alpha-glucoside fluorescence; Potency, µM (top dose mostly 79.9 µM), without a hit: at the highest dose activity change, negative = inhibition, usual class: inhibitors; hit rate 0.006% among 240,000;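 note: potency is the fitted concentration of half-maximal effect; 0% = enzyme with vehicle and -100% = no enzyme basal signal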
#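 Human spleen homogenate (1 ug) with 4-methylumbelliferyl-alpha-D-glucopyranoside (1 mM final) in 50 mM citrate/phosphate pH 5.0, 0.01% Tween-20; 40 min at 37 C. Stopped at pH 10; 4-MU fluorescence Ex 365/Em 440 nm; AC50 by Hill fit.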
# HttQ103 aggreg: qHTS Multiplex Assay to Identify Dual Action Probes in a Cell Model of Huntington: Aggregate Formation (GFP); hit rate 1.1% among 220,000; PC12 HttQ103-GFP aggregates, Acumen cytometry, 40 h; Potency, µM (titrated, usually from 46.1 µM), for inactives: at the highest dose activity change, negative = inhibition, usual class: inhibitors; note: potency is the fitted concentration of half-maximal effect; % is set by controls: 0 for no effect and ±100 for the full control effect; nearly all actives have a fitted effect of over 60% in size
#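 Using laser scanning cytometry, GFP-positive aggregates were counted after lysis of PC12 cells induced with 100 nM tebufenozide to express HTT exon 1 Q103–GFP. Compounds were tested in titration.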
# CBFb-RUNX1 inh: qHTS Assay for Compounds Blocking the Interaction Between CBF-beta and RUNX1 for the Treatment of Acute Myeloid Leukemia | AlphaScreen CBFb-His/RUNX1-biotin binding, biochemical | Potency, µM (titrated, usually from 59.8 µM), inactives show top-dose activity, negative = inhibition, most hits filed as inhibitors | 230,000 tested, under 10 active; note: % of control where 0% means no effect
# Target sequence (Q01196 whole entry, looked up): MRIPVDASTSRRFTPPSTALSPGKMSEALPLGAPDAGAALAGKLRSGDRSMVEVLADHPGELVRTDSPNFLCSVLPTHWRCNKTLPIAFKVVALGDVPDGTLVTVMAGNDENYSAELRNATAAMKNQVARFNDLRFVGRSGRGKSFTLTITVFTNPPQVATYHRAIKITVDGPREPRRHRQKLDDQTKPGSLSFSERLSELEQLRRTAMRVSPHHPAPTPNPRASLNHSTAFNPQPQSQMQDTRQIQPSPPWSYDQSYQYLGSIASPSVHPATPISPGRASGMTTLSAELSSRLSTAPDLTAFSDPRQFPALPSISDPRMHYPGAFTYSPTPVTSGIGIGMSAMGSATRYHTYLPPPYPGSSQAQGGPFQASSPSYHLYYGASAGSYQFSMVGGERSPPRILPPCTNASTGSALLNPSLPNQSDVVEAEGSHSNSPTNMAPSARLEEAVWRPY
# Target sequence (Q13951 whole entry, looked up): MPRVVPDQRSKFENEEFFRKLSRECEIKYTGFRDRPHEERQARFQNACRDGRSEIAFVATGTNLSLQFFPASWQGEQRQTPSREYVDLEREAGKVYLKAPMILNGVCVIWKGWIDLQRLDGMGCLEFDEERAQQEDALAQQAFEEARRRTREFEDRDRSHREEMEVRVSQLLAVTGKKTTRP
#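 Inhibition was taken as any reduction in AlphaScreen signal from the CBF-beta–RUNX1 pair (His and biotin tags, 30 nM each), measured after compound (15 min) and bead (90 min) incubations at room temperature.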
# LMNA splice mod: qHTS Assay for Modulators of Lamin A Splicing. HeLa LMNA splicing GFP/RFP minigene ratio, 48 h. Potency, µM (doses to about 46.1 µM), without a hit: at the highest dose ratio change, negative = inhibition, hits mostly inhibitors. hit rate 0.01% among 200,000. AID 1487, 2009; active = well fitted inhibition curve with a large enough effect in the signal ratio, with a control signal flat, not every such curve was filed as active; inconclusive = small, poorly fitted or top-dose-only effect, or effect the other way, or a change in a side signal; the % refers to the signal ratio; note: potency is the fitted concentration of half-maximal effect; % is set by controls: 0 for no effect and ±100 for the full control effect
#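 S3 HeLa cells stably expressing lamin A-EGFP splicing minigene plus DsRed2, 600 cells/well, 48 h compound exposure at 37C. Laser-scanning cytometry; analysed as GFP (500-530 nm)/RFP (575-640 nm) total intensity ratio; 0.5% DMSO vehicle.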
# GAA inh: qHTS Assay for Inhibitors of Human alpha-Glucosidase as a Potential Chaperone Treatment of Pompe Disease; Potency, µM (titrated, usually from 76.9 µM), for the others: at the top dose activity change, negative = inhibition, usual class: inhibitors; Lysosomal alpha-glucosidase (Homo sapiens), P10253; hit rate 0.005% among 200,000; purified human GAA, 4-MU-alpha-glucoside fluorescence;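 note: potency is the fitted concentration of half-maximal effect; plate controls were uninhibited enzyme wells for no effect and no-enzyme background for full effect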
#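 AC50 values come from Hill fits of compound titrations (up to 77 uM) against 4 nM human enzyme. Substrate 4-methylumbelliferyl-alpha-D-pyranoside at 400 uM, pH 5.0 citrate buffer, 20 min room temperature; fluorescence Ex 365/Em 440 after alkaline stop.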
# HTT ATP protect: qHTS Multiplex Assay to Identify Dual Action Probes in a Cell Model of Huntington: Cytoprotection (ATP); PC12 HTT-Q103 induced, cytoprotection, ATP luminescence, 40 h; Potency, µM (series often up to 56.4 µM), for inactives: cytoprotection (ATP increase), most hits filed as activators; hit rate 0.14% among 230,000; AID 1471, 2008;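 note: potency is the fitted concentration of half-maximal effect; % of control where 0% means no effect; nearly all actives have a fitted effect of over 45% in size; toxic huntingtin expression switched on by the ecdysone agonist tebufenozide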
#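 Compounds added alongside 100 nM tebufenozide, which induces toxic Q103 huntingtin exon 1-GFP in stable PC12 cells; surviving cells quantified by luminescent ATP measurement. Medium: phenol red-free DMEM, 5% equine and 5% calf serum.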
# GAA glycogen mod: qHTS Assay for Inhibitors and Activators of Human alpha-Glucosidase Cleavage of Glycogen | recombinant GAA, glycogen substrate, Amplex Red glucose oxidase fluorescence | Lysosomal alpha-glucosidase (Homo sapiens), P10253 | Potency, µM (top dose mostly 76.4 µM), for the others: at the highest dose activity change, negative = inhibition, most hits filed as inhibitors | AID 2100, 2009 | hit rate 0.38% among 300,000;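 note: potency is the fitted concentration of half-maximal effect; 0% = full enzyme reaction and -100% = no-enzyme basal signal; the screen sought inhibitors and activators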
#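 qHTS, 1536-well; enzyme 4 nM final; cpd up to 77 uM; substrate bovine liver glycogen 30 ug; 50 mM citrate/phosphate pH 5.0, 0.01% Tween-20; 37 C, 40 min; Amplex Red detection 45 min RT; Hill fit → AC50.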
# Active calls of the source: *; ? = inconclusive; . = not tested or not shown; & = joins results of further samples; [ ] = dose if it differs, or a comment. Unless noted, calls come from the whole dose curve; as a rule, active = well fitted curve in the direction sought with a large enough effect; inconclusive = small, poorly fitted or top-dose-only effect, or another doubt; inactive = no such curve, though single readings can be large; an effect the other way counts as inactive or inconclusive.
SMILES,GAA spleen mod,HttQ103 aggreg,CBFb-RUNX1 inh,LMNA splice mod,GAA inh,HTT ATP protect,GAA glycogen mod
COc1ccccc1CNS(=O)(=O)N(C)C,-3.0%,?,-2.3%,.,4.4%,-26.8%[1.9 µM],21.9%
O=C(CN1C(=O)C2CC=CCC2C1=O)Nc1nnc(SCc2c(Cl)cccc2Cl)s1 (stereo not drawn),-0.7%,-17.8%,11.1%,11.4%,-1.1%,-22.1%,12.5%
Cn1ccc(CC(=O)N2CCC(N3CCC(C(=O)N4CCCC4)CC3)CC2)c1,5.2%,-2.0%[9.22 µM],3.6%,.,.,7.9%[10 µM],5.4%
Cc1ccc(S(=O)(=O)N(CC(=O)Nc2ccccc2-c2ccccc2)c2ccc(C)cc2C)cc1,3.6%,-4.5%,3.1%,?,?,15.4%[10 µM],-10.3%
Cc1cccc(OCC(=O)N2CCC(c3ccccc3)C2)c1 (stereo not drawn),-5.7%,7.1%,5.8%,5.9%,1.7%,-16.0%,-7.1%
O=C(Nc1ccccc1)C1CCCCN1S(=O)(=O)c1ccccc1 (stereo not drawn),-7.2%,-7.5%,0.2%,.,-6.3%,-9.4%,6.0%
COc1cccc(-c2nc(OC(C)C)c3ccccc3n2)c1,7.6%,-0.2%,13.8%,-3.8%,-6.3%,6.6%,-3.4%
O=C(O)CCCCCNC(=O)c1ccc(Br)cc1,-3.4%,-4.5%,3.0%,9.2%,-3.3%,7.6%,0.3%
CCCCCC(=O)N=Nc1c(O)[nH]c2ccc([N+](=O)[O-])cc12,-8.2%,11.7%,5.8%,2.6%,-4.7%,-18.8%[10 µM],-9.0%
Cc1ccc(NC(=S)NNc2ncc(C(F)(F)F)cc2Cl)cc1,-1.0%,-19.9%,-7.1%,?,-0.3%,11.7%[10 µM],?
NS(=O)(=O)c1ccc(CCNC(=O)COC(=O)CC(c2ccccc2)c2ccccc2)cc1,1.0%,28.4%,2.2%,.,-7.4%,-16.7%,2.2%
Cc1nc(NCCN)c(C#N)c2c1COC(C)(C)C2,-20.1%,2.6%,6.1%,-1.4%,?,11.5%[10 µM],3.9%
CC(NS(C)(=O)=O)C(c1cccs1)N1CCN(c2ccccc2)CC1 (stereo not drawn),-8.2%,1.9%,-3.6%,-10.1%,3.3%,1.2%[10 µM],-8.0%
c1cc(C2CCN(Cc3nc(-c4ccc5c(c4)OCO5)no3)CC2)ccn1,-13.0%,14.0%[9.22 µM],4.5%,?,-3.6%,19.9%[10 µM],-10.5%
Cc1ccc(NC(=O)NC2(C(=O)NCc3ccccc3)CCCCC2)cc1,-4.3%,6.9%,4.3%,2.5%,6.2%,2.8%[10 µM],-3.4%
CC/C=C/C#N,9.8%,.,17.4%[21.7 µM],.,.,-6.5%,.
O=C(Cn1cc([N+](=O)[O-])cn1)Nc1ccccn1,2.2%,15.0%,-3.9%,9.6%,-3.0%,13.9%,-1.0%
O=C1CCC(=O)N1c1ccc(CSc2nc3ccccc3[nH]2)cc1,-5.2%,-30.6%,-2.6%,?,-4.5%,-27.8%,1.6%
CC(=O)Nc1cccc(C(=O)Nc2nc(C)cs2)c1,3.7%,-2.6%,-1.0%,15.0%[46 µM],2.0%,-5.6%[10 µM],-0.6%
Cc1ccc(CNC(=O)COC(=O)CCCOc2ccc(Cl)cc2Cl)cc1,3.1%,3.4%,8.6%,-5.4%,-9.3%,17.0%[10 µM],1.5%
CC(C)NCC(O)c1ccc2ccccc2c1 (stereo not drawn),-4.5%&0.6%,23.7%,15.5%&9.7%,.,.,8.9%&-16.4%,.
COc1cc(OC)cc(-c2nc3nc(C)c(CCC(=O)NCC(OC)OC)c(C)n3n2)c1,5.9%,-18.7%,2.6%,.,5.6%,-9.5%,-1.4%
Cc1ccc(NC(=O)CO/N=C(\N)c2nonc2N)cc1,-2.4%,-17.5%,6.9%,-4.7%,-0.9%,-15.9%[10 µM],1.5%
COc1ccc(NC(=O)CSc2nc3ccccc3c(=O)n2CCNC(C)=O)cc1,4.4%,16.8%,-0.1%,3.3%,?,-9.9%,3.2%
CCC(=O)Nc1ccc(S(=O)(=O)Nc2cccc(C)c2)cc1OC,-1.2%,-23.6%,-0.9%,?,-1.1%,-4.5%,1.4%

# Copied from the results shown for reference:
SMILES,GAA spleen mod,HttQ103 aggreg,CBFb-RUNX1 inh,LMNA splice mod,GAA inh,HTT ATP protect,GAA glycogen mod
COc1ccccc1CNS(=O)(=O)N(C)C,-3.0%,?,-2.3%,.,4.4%,-26.8%[1.9 µM],21.9%
O=C(CN1C(=O)C2CC=CCC2C1=O)Nc1nnc(SCc2c(Cl)cccc2Cl)s1 (stereo not drawn),-0.7%,-17.8%,11.1%,11.4%,-1.1%,-22.1%,12.5%

# Following part.
SMILES,GAA spleen mod,HttQ103 aggreg,CBFb-RUNX1 inh,LMNA splice mod,GAA inh,HTT ATP protect,GAA glycogen mod
O=C1c2cccnc2C(Nc2ccc(F)c(Cl)c2)N1Cc1cccs1 (stereo not drawn),5.2%,-10.2%,4.9%,.,-10.9%,13.5%,-0.4%
FC(F)(F)c1cc(C(F)(F)F)c2ccc(N3CCN(c4ncccn4)CC3)nc2n1,-1.7%,15.2%,-2.2%,-3.1%,0.5%,2.0%,1.2%
COc1cccc(/C=N/Nc2nc3ccccc3[nH]2)c1O,-3.4%,?,-28.9%,.,.,-86.9%[inhibitor][10 µM],?
CCC(CC)NC(=O)Cc1ccc(S(=O)(=O)N2CCOCC2)s1,-14.4%,7.5%,-4.1%,2.5%,2.7%,-18.8%,-2.2%
COc1ccc2c(-c3ccccc3)cc(SCC(=O)NC(N)=O)nc2c1,-20.4%,-5.8%,2.3%,-2.2%[46 µM],12.6%,-51.2%[inhibitor],0.3%
Cc1cc(C)c(S(=O)(=O)NCC(=O)O)cc1C,6.1%,20.3%,4.3%,0.3%,-5.3%,-7.7%,-2.5%
Cc1cc(/C=N/NC(=O)c2ccc(O)cc2)c(C)n1C1CC1,4.3%,20.9%,-12.3%,.,3.2%,-51.6%,?
CC1=C(C(=O)OC(C)C)C(c2c(O)ccc3ccccc23)NC(=O)N1 (stereo not drawn),3.1%,12.7%,-0.4%,-10.4%,0.6%,-19.3%,4.4%
COc1cc(NC(=O)CN2CCC(C(N)=O)(N3CCCCC3)CC2)c(OC)cc1Cl,-2.1%,-6.8%,0.5%,17.3%[46 µM],8.3%,-9.4%[10 µM],9.2%
COc1ccccc1-c1cncnc1NCc1ccccc1,5.1%,.,.,-5.7%,.,10.5%,.
CCn1c(=O)c(=O)[nH]c2cc(C(=O)NC3CC3)ccc21,3.4%,18.6%,0.4%,-7.8%,-3.9%,.,0.0%
CCN1/C(=C2\C(=O)N(c3ccccc3)N=C2C)C=Cc2cc(C)ccc21,-2.8%,-10.1%,2.1%,-8.0%,-13.5%,-10.2%[10 µM],1.6%
C=CCc1c(C)nc2c(OC)cccc2c1Cl,1.5%,8.6%[9.22 µM],5.1%,-15.1%[46 µM],15.3%,22.5%[10 µM],9.1%
C#CCSc1nnc(-c2sc(-c3ccccc3)nc2C)n1C,-9.7%,-9.4%,2.3%,-6.8%,-1.5%,-30.4%,-0.8%
COc1cc(C(=O)Nc2nnc(-c3sccc3C)s2)cc(OC)c1OC,1.8%,-3.6%,1.6%,-12.5%,-11.9%,-11.8%[1.9 µM],0.3%
CCn1c(CNC(=O)COc2ccc(C(C)C)cc2)nnc1SCC(=O)Nc1ccccc1C(C)C,1.0%,14.3%,-9.6%,10.9%,-4.3%,-2.9%,-0.2%
CC(Sc1ncc(C(F)(F)F)cc1Cl)C(=O)NC(N)=O (stereo not drawn),-1.2%,4.4%,3.7%,?,2.1%,-23.4%,-1.2%
CC(C)(C)NC(=O)c1cccc(NC(=O)Cc2cccs2)c1,-0.3%,-5.3%[9.22 µM],3.3%,23.2%[46 µM],?,-2.1%[10 µM],10.1%
CC1Cc2ccccc2N1C(=O)c1ccc(N2CCCC2)c([N+](=O)[O-])c1 (stereo not drawn),-14.4%,-3.4%,-2.8%,?,?,16.0%[1.9 µM],-6.5%
Cc1onc(-c2ccccc2)c1C(=O)OCC(=O)Nc1cc(S(=O)(=O)N2CCOCC2)ccc1Cl,-13.6%,14.2%,-2.8%,-10.3%[46 µM],-14.5%,-13.5%,-5.5%
CCN=c1sc(C(=O)Nc2ccccc2)c(C)n1CC,-2.1%,4.5%,3.9%,.,0.6%,-28.3%,6.2%
CCCn1c2ccc(F)cc2c2nnc(NN)nc21,5.6%,-13.4%,-6.4%,?,-9.1%,-46.1%[inhibitor],18.6%
Cn1c(N)c(C(=O)COC(=O)c2ccc3c(c2)C(=O)N(c2ccc(Cl)cc2)C3=O)c(=O)n(C)c1=O,0.8%,22.1%,-0.1%,?,?,-15.1%,-11.5%
CC(C)CC(=O)N1CCN(C(=O)CCC2CCCC2)CC1,-7.9%,17.1%,-2.6%,?,-5.6%,-18.3%,-9.0%
CCOC(=O)N1CCC(n2c(=S)[nH]c3ccccc3c2=O)CC1,-5.9%,?,6.0%,1.1%,3.9%,10.4%,-7.2%
COc1ccc(N2CCN(C(=O)CN(C)S(=O)(=O)c3cc(C)ccc3OC)CC2)cc1,-1.1%,.,-2.9%,.,14.0%,.,7.9%
CCC1(C)Cc2c(sc3nc4n(c(=O)c23)CCS4)CO1 (stereo not drawn),-2.5%,-13.9%,5.3%,-2.4%,0.2%,0.8%,6.4%
CC(C)NC(=O)NC(=O)COC(=O)c1ccccc1F,4.8%,?,6.7%,-0.4%,-1.6%,13.7%[10 µM],-1.3%

# Three compounds from above, ordered by the value under LMNA splice mod, rising.
structure	LMNA splice mod
COc1ccccc1-c1cncnc1NCc1ccccc1	-5.7%
CCC1(C)Cc2c(sc3nc4n(c(=O)c23)CCS4)CO1 (stereo not drawn)	-2.4%
CCOC(=O)N1CCC(n2c(=S)[nH]c3ccccc3c2=O)CC1	1.1%
